USP1-UAF1 inh = Inhibitors of USP1/UAF1: Primary Screen. recombinant USP1/UAF1, Ub-Rhodamine cleavage fluorescence. Potency, µM (highest dose often 57.1 µM), for the others: top-dose activity change, negative = inhibition, hits mostly inhibitors. Ubiquitin carboxyl-terminal hydrolase 1 (Homo sapiens), O94782. 390,000 tested, 0.23% active; also: potency is read from the fitted curve at half-maximal effect; % is scaled to controls: 0 for no effect and ±100 for the full control effect; nearly all actives have a fitted effect of over 60% in size; inactives centre near -12
Target sequence (O94782 whole entry, looked up): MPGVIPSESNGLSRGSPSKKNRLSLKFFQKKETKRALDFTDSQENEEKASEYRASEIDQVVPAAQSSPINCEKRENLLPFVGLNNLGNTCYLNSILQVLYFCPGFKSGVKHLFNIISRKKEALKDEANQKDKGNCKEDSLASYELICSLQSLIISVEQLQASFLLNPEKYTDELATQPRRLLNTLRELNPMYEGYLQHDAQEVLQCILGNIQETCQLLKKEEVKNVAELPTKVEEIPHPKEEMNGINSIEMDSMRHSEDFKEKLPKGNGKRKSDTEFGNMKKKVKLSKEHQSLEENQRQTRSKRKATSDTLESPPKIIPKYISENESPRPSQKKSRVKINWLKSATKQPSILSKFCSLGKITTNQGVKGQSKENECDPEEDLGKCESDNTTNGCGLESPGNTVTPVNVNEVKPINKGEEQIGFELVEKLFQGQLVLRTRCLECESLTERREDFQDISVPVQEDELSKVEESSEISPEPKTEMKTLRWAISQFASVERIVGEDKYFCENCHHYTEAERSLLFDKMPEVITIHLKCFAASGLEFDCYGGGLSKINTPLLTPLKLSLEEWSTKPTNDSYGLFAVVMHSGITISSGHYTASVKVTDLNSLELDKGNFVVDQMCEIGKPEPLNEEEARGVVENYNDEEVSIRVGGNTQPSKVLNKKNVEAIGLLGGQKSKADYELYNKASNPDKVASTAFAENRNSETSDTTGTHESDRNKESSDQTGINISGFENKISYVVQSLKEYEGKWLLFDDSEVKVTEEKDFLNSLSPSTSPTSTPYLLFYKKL
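Step one: compound is pinned into 1nM USP1/UAF1 in HEPES pH 7.8 buffer with TCEP. Step two: 15 min room-temperature incubation. Step three: Ub-Rho (150nM final) starts cleavage, tracked by fluorescence over six one-minute reads.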
mIDH1 inhibitor = qHTS for Inhibitors of mutant isocitrate dehydrogenase 1 (IDH1): qHTS; Isocitrate dehydrogenase [NADP] cytoplasmic (Homo sapiens), O75874; IDH1-R132H enzyme, NADPH consumption, diaphorase/resazurin fluorescence; Potency, µM (series often up to 76.6 µM), for the others: at the top dose activity change, negative = inhibition, hits mostly inhibitors; 390,000 tested, 0.093% active; AID 602179, 2012; also: potency is read from the fitted curve at half-maximal effect; % is scaled to controls: 0 for no effect and ±100 for the full control effect; nearly all actives have a fitted effect of over 65% in size
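IDH1-R132H (0.5 ug/mL) preincubated 30 min with compound, then NADPH (0.016 mM) and alpha-KG (2 mM) added; 80 min at RT, pH 7.5. Remaining NADPH coupled via diaphorase/resazurin to fluorescence (540/590 nm); concentration-response curves normalized to no-enzyme control.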
PI4K2A inh = qHTS for small molecular inhibitors of PI4K2A; 420,000 tested, 0.13% active; activity change, negative = inhibition, % at 76.9 µM; purified PI4K2A, ADP-Glo luminescence, 1 h; stronger effect = lower value; in the data active = activity change below about -50%; inconclusive = mostly about -30% to -49%;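 also: -100% = wells without enzyme as full effect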
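In this quantitative HTS, ADP production by PI4K2A was quantified luminescently after 1 h at ambient temperature; 100 microM adenosine served as plate-quality control.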
D2 agonist = HTS Assay for Allosteric Agonists of the Human D2 Dopamine Receptor: Primary Screen for Agonists. HEK293 T-REx D2 cells, calcium flux agonist mode. D(2) dopamine receptor (Homo sapiens), P14416. 340,000 tested, 0.53% active. activation, % at 2 µM;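 active = activation over 3 SD above normal in the single-dose calcium agonist read, cut at about 30% in these data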; also: 0% is about no effect
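Calcium-flux readout, 1 cycle/sec over 180 s following compound pin transfer, in inducible HEK293 Trex D2 cells (force-coupled); dopamine controls included. Positive calcium responses during this window marked compounds as potential agonists.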
TRHR PAM = qHTS for Small Molecule Agonists and Allosteric Enhancers of Human TRH Receptor: Primary Screen for Enhancers; Thyrotropin-releasing hormone receptor (Homo sapiens), P34981; TRHR cells, fluo-8 calcium fluorescence, EC20 TRH enhancement; enhancement, % at 2 µM; 360,000 tested, 0.66% active; AID 493056, 2011; in the data active = enhancement above about 30%; also: 0% is about no effect
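Enhancer read-out: after compound pinning and an initial kinetic agonist-mode read, an EC20 of TRH (10 nM final) was injected and fluo-8 calcium signal (Ex 480/Em 530) followed at 1 s/cycle for 100 cycles in TRHR-expressing cells.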
TrxR1 substrate = qHTS Assay for Substrates of Mammalian Selenoprotein Thioredoxin Reductase 1 (TrxR1): qHTS | Thioredoxin reductase 1, cytoplasmic (Rattus norvegicus), O89049 | purified TrxR1 substrate turnover, NADPH consumption readout | Potency, µM (top dose mostly 114 µM), for the others: at the highest dose activity change, negative = substrate turnover | 390,000 tested, 0.01% active | AID 588456, 2011; also: potency is read from the fitted curve at half-maximal effect; % is scaled to controls: 0 for no effect and ±100 for the full control effect; nearly all actives have a fitted effect of over 50% in size
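Rat TrxR1, dispensed at 90 nM, was prereduced with 400 uM NADPH (final) for 5 min at ~22 deg C, then incubated with compound 15 min before 400 uM selenite. A first-read NADPH fluorescence drop versus no-compound background flagged substrates.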
D2 antag = HTS Assay for Allosteric Antagonists of the Human D2 Dopamine Receptor: Primary Screen for Antagonists; D(2) dopamine receptor (Homo sapiens), P14416; 340,000 tested, 2% active; inhibition, % at 10 µM; HEK293 TREx D2 cells, calcium flux, dopamine EC80; in the data active = inhibition above about 30%; also: 0% is about no effect
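In this primary screen, negative modulation is detected by tracking calcium flux after an EC80 dopamine challenge in inducible HEK293 T-REx D2 cells preexposed to test compound for 180 s.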
TrxR1 inh = qHTS Assay for Inhibitors of Mammalian Selenoprotein Thioredoxin Reductase 1 (TrxR1): qHTS. 390,000 tested, 1% active. recombinant rTrxR1, NADPH fluorescence consumption, selenite substrate. Thioredoxin reductase 1, cytoplasmic (Rattus norvegicus), O89049. Potency, µM (highest dose often 114 µM), without a hit: top-dose activity change, negative = inhibition, actives largely listed as inhibitors. AID 588453, 2011; also: potency is read from the fitted curve at half-maximal effect; % is scaled to controls: 0 for no effect and ±100 for the full control effect; nearly all actives have a fitted effect of over 65% in size
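Rat TrxR1 (90 nM in the dispensed reagent) was pre-reduced with 400 uM NADPH for 5 min at room temperature, then incubated with compound for 15 min. After 400 uM selenite was added, NADPH fluorescence (Ex 340/Em 450 nm) was followed for 8 min.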
TRHR agonist = qHTS for Small Molecule Agonists and Allosteric Enhancers of Human TRH Receptor: Primary Screen for Agonists; Thyrotropin-releasing hormone receptor (Homo sapiens), P34981; TRHR cells, calcium flux fluo-8, FDSS agonist mode; activation, % at 2 µM; 360,000 tested, 0.18% active; AID 493084, 2011; in the data active = activation above about 30%; also: 0% is about no effect
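Agonist-mode FDSS calcium read (Ex 480/Em 530, 1 s cycles) in 1536-well TRHR cells with fluo-8 dye, after 10-cycle baseline and 23 nL compound addition; TRH at EC20 (10 nM final) added afterwards for the enhancer phase.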
Active calls of the source: *; ? = inconclusive; . = not tested or not shown; & = joins results of further samples; [ ] = dose if it differs, or a comment. Unless noted, calls follow the shape of the dose curve; as a rule, active = well fitted inhibition curve with a large enough effect; inconclusive = small, poorly fitted or top-dose-only effect; inactive = no such curve, though single readings can be large or run the other way.

Structure	USP1-UAF1 inh	mIDH1 inhibitor	PI4K2A inh	D2 agonist	TRHR PAM	TrxR1 substrate	D2 antag	TrxR1 inh	TRHR agonist
O=C(CCN1CCOCC1)Nc1cc(C(=O)Nc2ccc(Cl)cc2)ccc1N1CC2CC(C1)c1cccc(=O)n1C2 (stereo unspecified)	-32%	-8%	-6	0.3	-1	-9%	10	-12%	-0.3
Cc1cccn2c(=O)nc(SCC(=O)NCc3ccco3)nc12	-6%	16%	-3	0.1	-3	-14%	-7	?	-0.4
COc1ccc2oc(=N)c(C(=O)Nc3ccc(F)cc3)cc2c1	-17%	18%	2	-1.6	-3	0%[2.29 µM]	3	-1%[2.29 µM]	1.2
CC1CC(C)CN(C(=O)C(C)N(C)CC(=O)Nc2ccc(F)cc2)C1 (stereo unspecified)	-16%	7%	3	-1.0	-4	-1%	11	-7%	0.0
CCn1c(COc2cccc(OC)c2)nnc1SCC(=O)Nc1ccccc1C(=O)OC	-19%	3%	-4	-0.2	4	-1%	-9	-4%	-0.2
CCN(CC)CCn1c2c(c(SCC(=O)Nc3ccc(F)c(F)c3)nc1=O)CCC2	-2%	1%	-6	-0.8	26	-14%	-9	-18%	-0.9
CCN(CC)CCNC(=O)c1ccc(NC(=O)c2cccc(-n3cnnn3)c2)cc1	-14%	10%	2	0.0	6	-11%	9	-7%	0.5
COc1ccc2c(c1)[C@@H]1[C@H](CO2)[C@H](c2ccccc2)[C@]2(C)C(=O)NCC(=O)N12	-22%	-4%	-3	0.2	4	6%[57.1 µM]	-3	9%	0.4
CCN(CC)C(=O)c1ccc2nc(-c3ccccc3)c(-c3ccccc3)nc2c1	-8%	-4%	-4	3.3	-6	80%[activator]	-3	-17%	0.5
Cc1cccc(-n2ncc3c2CCCC3NC(=O)c2ccc[n+]([O-])c2)c1C (stereo unspecified)	-20%	-3%	1	0.4	11	-2%	-3	7%	-0.3
CN(C)C(=C(C#N)C#N)N1CCN(c2ccc(Cl)cc2)CC1	-6%	6%	0	0.5	7	-24%[11.4 µM]	-4	17%[11.4 µM]	0.1
CCCn1c(=O)c(C(=O)NCc2ccccc2Cl)c(O)c2ccccc21	-23%	16%	1	0.3	13	7%	-6	13%[57.1 µM]	0.5
COc1ccc(CCN2C(=O)CCC2(C)C(=O)NC2CCCC2)cc1OC (stereo unspecified)	-9%	5%	0	0.1	-5	2%	10	23%	0.7
O=C1CN(C(=O)COC(=O)CCS(=O)(=O)c2ccccc2Cl)c2ccccc2N1	-20%	-2%	-7	.	.	-5%	.	-15%	.
CCOC(NC(=O)c1ccccc1)C(NC(=O)c1ccccc1)OCC (stereo unspecified)	-7%	0%	1	0.0	0	2%	-6	11%	0.3

Next records.
Structure	USP1-UAF1 inh	mIDH1 inhibitor	PI4K2A inh	D2 agonist	TRHR PAM	TrxR1 substrate	D2 antag	TrxR1 inh	TRHR agonist
COc1cccc(Nc2nc(N)c([N+](=O)[O-])c(NCc3ccco3)n2)c1	-23%	0%	2	21	13	-2%	21	11%	-1.3
C=CCc1ccc(OCC(O)COc2ccc(CC=C)cc2OC)c(OC)c1	-15%	-3%	-8	-0.1	17	-4%	-20	-5%	-0.5
Cc1ccc(CCNC(=O)c2ccc3c(c2)N(Cc2cccc(C)c2)C(=O)c2ccccc2S3(=O)=O)cc1	-24%	6%	-7	1.4	2	-4%	.	14%	0.7
Cc1[nH]c(=O)[nH]c(=O)c1S(=O)(=O)NCCc1ccc(S(N)(=O)=O)cc1	-3%	0%	-5	0.5	-3	3%[57.1 µM]	-6	-2%[57.1 µM]	-0.8
COc1cccc(-c2c(-c3cc(OC)cc(OC)c3)n(C)c3ccc(-c4ccc(OC)nc4)cc23)c1	-26%	-12%	0	1.5	13	128%[activator]	-4	79%[activator]	0.3
CC(=O)N1CCC2(CC1)CC(=O)c1cc(OCC(=O)NCc3ccco3)ccc1O2	1%	2%	2	0.3	4	88%[activator]	7	-26%	0.4
CCC1CCC(C(=O)NNC(=O)c2cc(-c3ccco3)[nH]n2)CC1 (stereo unspecified)	0%	1%	4	-0.1	4	3%[57.1 µM]	-4	17%[57.1 µM]	-0.3
COc1ccc(/C(O)=C/c2nc3ccc(C(=O)NCCc4cccc(C)c4)cc3[nH]c2=O)cc1OC	-10%	-2%	5	18	4	-1%	-12	-7%	22
Cc1nc(SCC(=O)N2CCN(c3ccccn3)CC2)c(C#N)c(C)c1C	-21%	6%	-6	.	.	-2%	.	6%	.
Brc1cc(Br)c2nc(-c3ccc(N4CCOCC4)cc3)ccc2c1	-20%	1%	2	-1.3	4	8%	-6	5%	-0.1
COc1ccc(CNC(=O)CCC2N=C3c4ccccc4N=C(SCc4ccccc4F)N3C2=O)cc1 (stereo unspecified)	-1%	0%	1	-1.0	-2	5%[57.1 µM]	.	21%[57.1 µM]	-0.6
S=C1NCCN1CC1CCN(CC2CCCC2)CC1	-15%	-4%	-2	.	.	8%	.	25%	.
COc1ccccc1-n1cnnc1SCC(=O)N1CCN(C(=O)c2ccco2)CC1	-23%	2%	-3	2.9	7	5%	-9	28%	1.3
COc1ccc(OCC(=O)N(Cc2sccc2C)C2CCS(=O)(=O)C2)cc1 (stereo unspecified)	?	-4%	5&1	0.6&0.7	-1&19	4%&-3%	5	16%&10%	-0.2&0.0
O=C(N/N=C/c1ccncc1)c1cnccn1	-2%	12%	-3	0.4	-3	7%[57.1 µM]	1	16%[57.1 µM]	0.3

More compounds:
Structure	USP1-UAF1 inh	mIDH1 inhibitor	PI4K2A inh	D2 agonist	TRHR PAM	TrxR1 substrate	D2 antag	TrxR1 inh	TRHR agonist
CCOC(=O)C1(CCCc2ccccc2)CCN(C(=O)c2cc(C)nc(C)n2)CC1	-20%	4%	0	-0.2	-3	2%	-8	11%	0.0
CCc1c(C(=O)Nc2ccc(OC)cc2)[nH]c(C)c1C(C)=O	-6%	3%	11	.	3	-12%	.	-20%	-0.1
Cc1nc2c(=O)n(C)c(=O)n(C)c2nc1Cl	-3%	3%	-22	0.3	-2	60%[activator][57.1 µM]	10	2µM*	0.3
CCOC(=O)c1ccccc1NC(=O)CSc1nc2ccccc2c(=O)n1CCCN1CCOCC1	-4%	11%	-9	.	.	-4%	.	-1%	.
CSc1nc2sc3c(c2c(=O)n1-c1ccccc1)CCC(C(C)(C)C)C3 (stereo unspecified)	-29%	4%	0	-0.3	-1	7%	.	16%	0.6
C/C(=C/c1ccccc1)C(=O)N1CCN(c2ccc(F)cc2)CC1	-12%	-13%	3	0.1	-5	3%	-22	26%	1.0
CCn1c(CNc2ccc(F)cc2)nnc1SCC(=O)N1CCCc2ccccc21	0%	4%	5	.	0	-9%	.	11%[57.1 µM]	0.1
O=C(NCC1CCCCC1)C12CN(Cc3ccccc3)CC1C(c1cccc([N+](=O)[O-])c1)=NO2 (stereo unspecified)	-31%	4%	-3	-0.4	-8	-5%[57.1 µM]	-10	13%[57.1 µM]	-0.3

2 of the compounds above, as labelled records.
CSc1nc2sc3c(c2c(=O)n1-c1ccccc1)CCC(C(C)(C)C)C3 (stereo unspecified)
  USP1-UAF1 inh: -29%
  mIDH1 inhibitor: 4%
  PI4K2A inh: 0
  D2 agonist: -0.3
  TRHR PAM: -1
  TrxR1 substrate: 7%
  D2 antag: .
  TrxR1 inh: 16%
  TRHR agonist: 0.6

C/C(=C/c1ccccc1)C(=O)N1CCN(c2ccc(F)cc2)CC1
  USP1-UAF1 inh: -12%
  mIDH1 inhibitor: -13%
  PI4K2A inh: 3
  D2 agonist: 0.1
  TRHR PAM: -5
  TrxR1 substrate: 3%
  D2 antag: -22
  TrxR1 inh: 26%
  TRHR agonist: 1.0

Of the compounds above, these contain a Cl atom.
Structure	USP1-UAF1 inh	mIDH1 inhibitor	PI4K2A inh	D2 agonist	TRHR PAM	TrxR1 substrate	D2 antag	TrxR1 inh	TRHR agonist
O=C(CCN1CCOCC1)Nc1cc(C(=O)Nc2ccc(Cl)cc2)ccc1N1CC2CC(C1)c1cccc(=O)n1C2 (stereo unspecified)	-32%	-8%	-6	0.3	-1	-9%	10	-12%	-0.3
CN(C)C(=C(C#N)C#N)N1CCN(c2ccc(Cl)cc2)CC1	-6%	6%	0	0.5	7	-24%[11.4 µM]	-4	17%[11.4 µM]	0.1
CCCn1c(=O)c(C(=O)NCc2ccccc2Cl)c(O)c2ccccc21	-23%	16%	1	0.3	13	7%	-6	13%[57.1 µM]	0.5
O=C1CN(C(=O)COC(=O)CCS(=O)(=O)c2ccccc2Cl)c2ccccc2N1	-20%	-2%	-7	.	.	-5%	.	-15%	.
Cc1nc2c(=O)n(C)c(=O)n(C)c2nc1Cl	-3%	3%	-22	0.3	-2	60%[activator][57.1 µM]	10	2µM*	0.3

Source: PubChem BioAssay (National Center for Advancing Translational Sciences (NCATS))
